NCI-60 one-dose screen, 48 h, at 10 µM unless noted. Numbers give growth in % (100 = growth as untreated, 0 = no growth, -100 = all killed).
HL-60(TB) = HL-60(TB) leukemia cells. hit rate 9% among 78,000. AID 1794776; active = growth percent below 10
Active calls of the source: *; & = joins results of further samples. The list is partial, so the mix of outcomes need not match the whole.

Molecule | HL-60(TB)
Cc1ccc(C(CC(=O)c2ccccc2)c2ccccc2)cc1 (stereo unspecified) | 99
C=CCNc1n[nH]c(=S)s1 | 95
CC1=CC(O)(C2(O)C=C(C)CC(C)(C)C2)CC(C)(C)C1 (stereo unspecified) | 100
C=CCOC(=O)[C@@H]1CCCN1C(=O)CNC(=O)OC(C)(C)C | 102
C/C(=N\O)c1ccc(OCC(=O)Nc2nc(-c3ccc(C)cc3)cs2)cc1 | 103
N#Cc1c(-c2ccc(Cl)cc2)nc2c(c(-c3ccccc3)nn2-c2ccccc2)c1-c1ccc(N2CCCCC2)cc1 | 103
CCCCn1c(C)cc(C)c(C#N)c1=O | 102
Cc1sc2nc(NCCO)[nH]c(=O)c2c1C | 101
NC(=O)c1c(NC(=O)COC(=O)c2ccccc2)sc2c1CCC2 | 73
CCCCCCCCC[N+]12CC[N+](CCCCCCCCC)(CC1)CC2 | 104
COc1ccc(Nc2ncccc2NC(=O)c2cn(Cc3ccc(F)cc3)nn2)cc1 | 102
CN(C)c1ccc(/C=N/NC(N)=S)nc1 | 28
COc1ccc(C(=O)NN/C=N\c2oc(-c3ccc(OC)cc3)cc2C#N)cc1 | 96
COc1ccc(C2(C=O)NC(=O)NC2=O)cc1 (stereo unspecified) | 88
Cc1cc(C)c2c(N)c(-c3nc4cccc(Cl)c4o3)sc2n1 | 95
COc1ccc2c(c1)/C(=C/c1ccc(OCC(=O)Nc3ccccc3)cc1)C(=O)N2 | 95
CC1(C)CN=C(c2ccccc2)NC1 | 104
O=C(COc1ccc(/C=C2\C(=O)Nc3ccc(Cl)cc32)cc1)Nc1ccc(Cl)cc1 | 58
CN(NC(=O)C1CCC(=O)N1)c1ccccc1 (stereo unspecified) | 100
CC1(C)CC(C)(C#N)CC2(C1)OCCO2 (stereo unspecified) | 82
C=CCOc1c(OC)cccc1OC | 112
NS(=O)(=O)c1ccc(Nc2nc(N/N=C/c3cccc4ccccc34)nc(Nc3ccccc3)n2)cc1 | 72
Cc1cccc(-c2cc(O)c(C(=O)N3CCOCC3)s2)c1 | 25
Cc1ccc(-n2nc(C#N)c(N3CCCC3)n2)cc1 | 105
Cc1[nH]c(=O)[nH]c(=O)c1NC(=O)c1ccccc1[N+](=O)[O-] | 88
CCCCCCCCCCCCCCCCC/C(=N\Nc1ccc([N+](=O)[O-])cc1[N+](=O)[O-])c1ccc(Cl)cc1 | 107
O=C(Cc1ccc(/C=C/C(=O)c2ncccn2)cc1)Nc1ccccc1 | 97
CC1NC(=O)NC(=O)C1Br (stereo unspecified) | 97
Fc1ccc(/C=N\N=C(N/N=C/c2ccc(F)cc2)N/N=C/c2ccc(F)cc2)cc1 | 99
CC(C)=CCC/C(C)=C/COc1ccc2ccc(=O)oc2c1 | 41
Cc1ccc(-c2csc(N/N=C/c3c(C)nn(-c4ccccc4)c3-n3ccnc3)n2)cc1 | 93
COc1cc(-c2nc(SCCC(C)C)nc(Nc3ccc(F)c(Cl)c3)c2C#N)cc(OC)c1OC | 103
O=C(CCn1cc[n+](CC(=O)c2ccc(-c3ccccc3)cc2)c1)Nc1cccc2cccnc12 | 14
O=C(Nc1ccc(F)cc1)N1CCN(c2cc(-c3cn(-c4ccccc4)nc3-c3cccc(O)c3)ccn2)CC1 | 85
CC(=NC(C)CC(C)C)c1ccc(C)cc1 (stereo unspecified) | 111
COc1cc(C2=C(c3cn(C)c4ccccc34)COC2=O)cc(OC)c1OC | -1.3*
c1ccc2c(-c3cn4ccnc4c(-c4ccc5ncn(C6CCCCC6)c5c4)n3)cccc2c1 | 61
COc1c(N2CCNC(C)C2)c(F)cc2c(=O)c(C(=O)O)cn(C3CC3)c12 (stereo unspecified) | 116
O=C1Nc2ccc(F)cc2C12OC2c1cccc([N+](=O)[O-])c1 (stereo unspecified) | 117
O=C(C[n+]1ccc2ccccc2c1)c1ccc(O)c(O)c1 | 98
Cc1ccc(-n2nc(C#N)c(N3CCOCC3)n2)cc1 | 103
CCN(CC)CC(O)COc1c(Br)c(Br)c(Br)c2c1OC(C)(C)C2 (stereo unspecified) | 14
C/C(=N\Nc1ncc(-c2ccc3occc3c2)s1)c1nnn(-c2ccc([N+](=O)[O-])cc2)c1C | 93
CC(C)(O)CCC1=C(O)c2ccccc2C(=O)C1=O | 98
COc1ccc(/C=N/C2=C(C#N)C(c3ccc(N(C)C)cc3)c3c(ccc4ccccc34)O2)cc1 (stereo unspecified) | 87
COc1cc(N2c3ccccc3C(=O)OC23OC(=O)c2ccccc23)cc(OC)c1OC (stereo unspecified) | 73
Nc1ncnc2c1N=C(c1cccc(Nc3ccncc3)c1)CC(c1ccc(Cl)cc1)N2 (stereo unspecified) | 66
C=CCCCCCCCCC1OCC(CC)(CCCC)CO1 (stereo unspecified) | 106
CCCNC(=S)/N=C\c1c(O)c2ccccc2oc1=O | 102
CC(C(N)=O)N1CCN(c2ccc(Cl)cc2)CC1 (stereo unspecified) | 94

(listing goes on)
Molecule | HL-60(TB)
CCn1cc(-c2ccnc(NCCCNS(=O)(=O)c3ccc(Br)cc3)c2)c(-c2cccc(O)c2)n1 | 80
NC(Cc1ccccc1)C(=O)NNc1n[nH]c(=S)n1N (stereo unspecified) | 102
O=c1[nH]c2ccccc2c(O)c1/C=N/C(=S)NCCc1ccccc1 | 103
O=C(Nc1cc(Cl)ccc1O)c1ccccc1Nc1ccnc(C(F)(F)F)c1 | -38*
COc1cc(/C=N/C2=NNC(C)(c3ccccc3O)N2C(C)C(=O)O)ccc1O (stereo unspecified) | 88
Cc1cc(CSc2ccccc2C(=O)NCCNc2ccc(C(F)(F)F)cc2[N+](=O)[O-])on1 | 85
N#CC(C#N)=C(N)c1n[nH]n2c1nc(=O)c1sccc12 | 100
COc1ccc(/C(=C\c2cc(OC)c(OC)c(OC)c2)C(=O)Nc2nc3ccc(N)cc3s2)cc1 | 85
O=C(N/N=C/c1ccc(Cl)cc1)c1cnc2n(c1=O)CCCCC2 | 103
CC(N)S(=O)(=O)O (stereo unspecified) | 109

2 entries from above in a different format.
CC1NC(=O)NC(=O)C1Br (stereo unspecified)
  HL-60(TB): 97
Fc1ccc(/C=N\N=C(N/N=C/c2ccc(F)cc2)N/N=C/c2ccc(F)cc2)cc1
  HL-60(TB): 99

(more compounds)
Molecule | HL-60(TB)
COc1cccc(C2CC(c3cc(OC)c(OC)c(OC)c3)=NN2)c1 (stereo unspecified) | 55
C[C@@H]1C[C@H]2[C@@H]3CC[C@H](O)[C@@]3(C)CC[C@@H]2[C@@]2(C)CCC(=O)C=C12 | 111
Cc1c(C(=O)Nc2nc3ccccc3s2)cnn1-c1c(F)cccc1Br | 45
C=CC(=O)Nc1cccc(-c2nc(SC)nc(NCc3ccccc3)c2C#N)c1 | 50
NC(=O)C(CCl)NCc1ccccc1 (stereo unspecified) | 48
N#Cc1ccc(C(F)(F)F)nc1N1CCC(C(=O)Nc2ccc(Cl)cc2)CC1 | 70
Nc1ccc(F)cc1F | 98
Cc1ccc(NC(=O)N[C@@H](Cc2cc(F)cc(F)c2)C(=O)N[C@@H]2C(=O)N3CCC[C@H]3C(=O)N3CCCC[C@H]3C(=O)N[C@@H](C)C(=O)N3C[C@H](C)C[C@H]3C(=O)O[C@H]2C)cc1 | 12
COc1ccc(C(=O)/C=C/c2ccc(OCc3cccc(C(F)(F)F)c3)c(OC)c2)cc1OC | 36
CCOc1cc(CC(=O)N[C@@H](CC(C)C)c2ccccc2N2CCCCC2)ccc1C(=O)O | 89

2 entries picked at random from those above:
Molecule | HL-60(TB)
COc1cccc(C2CC(c3cc(OC)c(OC)c(OC)c3)=NN2)c1 (stereo unspecified) | 55
Cc1ccc(NC(=O)N[C@@H](Cc2cc(F)cc(F)c2)C(=O)N[C@@H]2C(=O)N3CCC[C@H]3C(=O)N3CCCC[C@H]3C(=O)N[C@@H](C)C(=O)N3C[C@H](C)C[C@H]3C(=O)O[C@H]2C)cc1 | 12

New compounds follow.
Molecule | HL-60(TB)
CCNS(=O)(=O)c1ccc(OCCOc2ccc(S(=O)(=O)NCC)cc2)cc1 | 95
COC(=O)C1CCC(=O)N1C(=O)CC(C)=O (stereo unspecified) | 107
O=C(Oc1ccccc1)c1ccccc1Cl | 76
O=[N+]([O-])c1cnc2ccccc2c1NCc1ccc(O)cc1 | 101
CC1CC(C)(C)OC(c2ccco2)O1 (stereo unspecified) | 94
COc1ccc(-c2nc(SCc3cc(=O)oc4ccc(C)cc34)[nH]c(=O)c2C(=O)NC(C)(C)C)cc1 | 109
Cc1nn(-c2ccccc2)c(N2CCOCC2)c1/C=C/C(=O)c1ccccc1 | 61
CC(C)CC(=O)Oc1ccc(/C=C/c2cc(OC(=O)CC(C)C)cc(OC(=O)CC(C)C)c2)cc1 | 76
O=C1OCC/C1=C\c1ccccc1 | 101&104
CC1(C)N=C(N)N=C(N)N1c1ccc(CCCCc2ccc(S(=O)(=O)F)cc2)c(Cl)c1 | 19
Clc1ccc2nc(-c3cccs3)[nH]c2c1 | 103
CCOC(=O)c1c(NC(C)=O)sc2c1CCN(C(=O)OC(C)(C)C)C2 | 92
NNC(=O)[C@H]1O[C@@H](n2cnc3c(=O)[nH]c(N)nc32)[C@H](O)[C@@H]1O | 104
CN1C(=O)N(C)C2Nn3c(s/c(=C\c4ccc(C(F)(F)F)cc4)c3=O)=NC21 (stereo unspecified) | 99
CCCCCCCCCCCCCCCCCCSC1=CC(=O)c2ccccc2C1=O | 58
O/N=C\c1cc(-c2ccc(F)cc2)on1 | 125
C(=N\Nc1nnc2n1N=C(c1ccccc1)CS2)/c1ccccc1 | 100
O=C(OCCOC(=O)N1CCOCC1)N1CCOCC1 | 106
O=C(O)c1ccc(Cl)c([N+](=O)[O-])c1 | 109
O=C(CCc1nc2c(=O)[nH]c(=S)[nH]c2[nH]c1=O)NCc1ccc(C(=O)O)cc1 | 105

Given field by field: entries from further up.
> CCCCCCCCCCCCCCCCCCSC1=CC(=O)c2ccccc2C1=O
  HL-60(TB) = 58

> O/N=C\c1cc(-c2ccc(F)cc2)on1
  HL-60(TB) = 125

> C(=N\Nc1nnc2n1N=C(c1ccccc1)CS2)/c1ccccc1
  HL-60(TB) = 100

> O=C(OCCOC(=O)N1CCOCC1)N1CCOCC1
  HL-60(TB) = 106

The listing continues:
Molecule | HL-60(TB)
CNC(=O)c1cc(-n2ccc3cc(NC(=O)c4ccc(Cl)c(Cl)c4)ccc32)ccn1 | 101
O=C(Cn1ccc(=O)[nH]c1=O)c1ccc([N+](=O)[O-])o1 | 87
Clc1ccccc1-c1nnc2c(Cc3ccccc3)nc3ccccc3n12 | 54
COC(=O)[C@H]1Cc2c([nH]c3ccccc23)[C@@H](c2ccc3c(c2)OCO3)N1 | 96
CCOc1nsc(OCC)n1 | 84
N#CC(C#N)c1c(C(F)(F)F)nn(-c2ccccc2)c1-c1ccc(Cl)cc1 | 100
CC1=C(C(=O)Nc2ccccc2)C(c2ccc(N(C)C)cc2)n2c(nc3ccccc32)N1 (stereo unspecified) | 81
O=C(Cn1c(=O)[nH]c2ccccc2c1=O)NCC(=O)NNC(=S)Nc1ccccc1 | 98
Cc1ccc(C(F)(F)F)cc1N1CCN(C(=O)[C@H]2C[C@H]2c2cccc(S(F)(F)(F)(F)F)c2)CC1 | 50
Cc1ccc2[nH]c(=O)c3c(c2c1)OC(N)=C(C#N)C31C(=O)c2cccc3cccc1c23 (stereo unspecified) | 99
Cc1nc(-c2ccccc2)sc1CC#N | 94
O=C(Oc1c(Cl)cc(Cl)cc1[N+](=O)[O-])c1ccc(Cl)cc1 | 87
O=C(CSc1nc2sc3c(c2c(=O)n1-c1ccc(Cl)cc1)CCCC3)NN1C(=O)CCC1=O | 98
COc1cc2oc3c(C)c(=O)cc4oc(-c5ccccc5)cc(c2c2c1CCC(c1ccccc1)O2)c43 (stereo unspecified) | 106
CCCCNC(=O)NS(=O)(=O)c1ccc(C)cc1 | 106&98&105
CCCCCN(CCCCC)CCCCCCCCCCN1CCCc2ccccc21 | 99
O=C1c2cccc3cccc(c23)C(=O)N1CNc1ccc(Cl)cc1 | 92
O=C(Nc1cccc(Cl)c1)OCCOc1ccc(Cl)cc1Cl | 83
O=C(Nc1ccc(OS(=O)(=O)c2ccc(F)cc2)cc1)C1CCCCC1 | 93
CCOC(=O)Cc1cnn(C)c1NC(=O)c1ccc(Cl)cc1NC(C)=O | 102
CCOc1ccc(/C=N\N=C\c2ccc(OCC)cc2)cc1 | 77
COc1ccccc1NC(=O)C(Cl)Cl | 90
N#Cc1c(-c2ccc(Cl)cc2)cc(-c2ccc(Br)cc2)[nH]c1=O | 82
CS(=O)(=O)c1ccc(C2=C(c3ccccc3)C(=O)OC2)cc1 | 107
CCOC(=O)c1cc(C(=O)c2ccc(OC)c(OC)c2)n2ccc3ccccc3c12 | 98
COc1ccc2nc(SCC(=O)Nc3ccccc3)[nH]c2c1 | 90
N#Cc1c(N)oc2c(-c3ccccc3)c3c(C#N)c(N)oc3cc12 | 98
COc1ccc(C2C3CCC(C3)C2N)cc1 (stereo unspecified) | 99
COc1cc(C2CC(c3ccc(C)cc3)=Nc3c(N)nc(N)nc3N2)ccc1Oc1nc(Nc2ccc(F)cc2)nc(N(C)C)n1 (stereo unspecified) | 52
COc1cc(-c2cc(/C=C3\C(=O)Nc4ccc(Cl)cc43)[nH]n2)cc(OC)c1OC | -26*
O=C1/C(=C\c2cnc3ccccc3n2)SC(=S)N1CCc1ccc(O)cc1 | 99
Cc1ccc2c(C(C[N+](=O)[O-])c3ccco3)c(-c3ccccc3)[nH]c2c1 (stereo unspecified) | -5.7*
c1coc(-c2nc3ccccc3s2)c1 | 75
